Bioassay records as filed in PubChem.
CCT chaperon mod – High-Throughput Screening for Modulators of Cytosolic Chaperonin Activity | purified chaperonin ATPase assay, HTRF ADP detection, 30 min | activity change, % (no concentration beside the values), hits read low | 360,000 tested, 0.3% active | AID 651819, 2012; in the data active = activity change below about -30%; also: % is scaled to controls: 0 for no effect and ±100 for the full control effect
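TRiC (40 or 20 nM final, by batch activity) in 30 mM Tris pH 7.4, 100 mM KCl, 5 mM MgCl2, 1 mM DTT was treated with compound at 76 uM single dose, then 10 uM ATP, 30 min at 37 °C. ADP was read by HTRF Transcreener.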
DRD3 antagonist – qHTS of D3 Dopamine Receptor Antagonist: qHTS; 360,000 tested, 2.5% active; D3R cells, DiscoveRx beta-arrestin luminescence, antagonist mode; stronger effect = lower value; D(3) dopamine receptor (Homo sapiens), P35462; max response, negative = inhibition, %; in the data active = max response below about -50%; inconclusive = no clear call, values can overlap the other calls; also: % is scaled to controls: 0 for no effect and ±100 for the full control effect; mostly tested at two doses, the higher about 12 µM
Target sequence (P35462 whole entry, looked up): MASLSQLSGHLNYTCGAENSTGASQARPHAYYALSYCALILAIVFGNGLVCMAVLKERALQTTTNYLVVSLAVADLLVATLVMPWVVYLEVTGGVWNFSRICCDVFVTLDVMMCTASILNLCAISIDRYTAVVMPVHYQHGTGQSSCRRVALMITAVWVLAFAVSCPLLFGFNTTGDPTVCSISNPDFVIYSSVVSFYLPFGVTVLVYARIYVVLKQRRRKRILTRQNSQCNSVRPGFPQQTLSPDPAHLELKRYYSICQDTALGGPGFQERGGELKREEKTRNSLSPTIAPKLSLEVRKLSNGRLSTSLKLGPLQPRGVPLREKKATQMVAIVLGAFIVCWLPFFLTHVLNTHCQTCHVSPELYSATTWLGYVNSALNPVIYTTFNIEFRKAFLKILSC
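Cells expressing the human receptor were seeded at 1500 cells/well, incubated overnight at 37 degrees C in 5% CO2, then exposed to library compounds with dopamine controls for 90 minutes at 37 degrees C before luminescent detection.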
EPAC2 antagonist – qHTS for Antagonist of cAMP-regulated guanine nucleotide exchange factor 2 (EPAC2): primary screen; Rap guanine nucleotide exchange factor 4 (Homo sapiens), Q8WZA2; EPAC2 GEF exchange of Rap1B-BODIPY-GDP, fluorescence; Potency, µM (doses to about 114 µM), for the others: at the top dose activity, negative = inhibition, most hits filed as inhibitors; 360,000 tested, 0.18% active; AID 720708, 2013; also: potency is read from the fitted curve at half-maximal effect; % is scaled to controls: 0 for no effect and ±100 for the full control effect; nearly all actives have a fitted effect of over 45% in size; many of its hits are not listed in these tables
MmCpn inh – Inhibitors of TCP-1 ring complex (TRiC) of Methanococcus maripaludis (MmCpn): qHTS. purified Mm-Cpn ATPase, ADP Transcreener TR-FRET. AID 504842, 2011. Chaperonin Mm-Cpn (Methanococcus maripaludis). Potency, µM (top dose mostly 76.9 µM), without a hit: at the highest dose activity, negative = inhibition, most hits filed as inhibitors. 330,000 tested, 0.031% active; also: potency is read from the fitted curve at half-maximal effect; % is scaled to controls: 0 for no effect and ±100 for the full control effect; nearly all actives have a fitted effect of over 80% in size
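25 nM Mm-CPN + cpd, 10 min 37°C; + 10 uM ATP, 30 min 37°C; buffer 30 mM Tris pH 7.4, 100 mM KCl, 5 mM MgCl2, 1 mM DTT; Transcreener ADP HTRF detection 30 min RT.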
EPAC2 agonist – qHTS for Agonist of cAMP-regulated guanine nucleotide exchange factor 4 (EPAC2): primary screen. Rap guanine nucleotide exchange factor 4 (Homo sapiens), Q8WZA2. EPAC2 activation, biochemical qHTS; response scale: 100% = 6.5 mM cAMP response. Potency, µM (highest dose often 154 µM), inactives show top-dose activation, actives largely listed as activators. 360,000 tested, 0.079% active; also: potency is read from the fitted curve at half-maximal effect; nearly all actives have a fitted effect of over 50% in size
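Setup: EPAC2 100 nM, labeled Rap1B complex 250 nM, free GDP 50 uM. Compound titrations pinned in, brief spin, 5 min room temperature incubation. Kinetic fluorescence read over 30 min, normalized to 6.5 mM cAMP.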
PTHR1 ag – qHTS for PTHR1 Agonists: Primary Screen; Parathyroid hormone/parathyroid hormone-related peptide receptor (Homo sapiens), Q03431; HEK293 GP2 PTHR1 cells, GloSensor cAMP luminescence, 1 h; Potency, µM (highest dose often 115 µM), without a hit: at the top dose activation, hits mostly activators; 410,000 tested, 0.075% active; AID 743266, 2014; also: potency is read from the fitted curve at half-maximal effect; nearly all actives have a fitted effect of over 55% in size; some results filed as inactive show a strong effect at the top dose; inactives centre near -15; many of its hits are not listed in these tables
Target sequence (Q03431 whole entry, looked up): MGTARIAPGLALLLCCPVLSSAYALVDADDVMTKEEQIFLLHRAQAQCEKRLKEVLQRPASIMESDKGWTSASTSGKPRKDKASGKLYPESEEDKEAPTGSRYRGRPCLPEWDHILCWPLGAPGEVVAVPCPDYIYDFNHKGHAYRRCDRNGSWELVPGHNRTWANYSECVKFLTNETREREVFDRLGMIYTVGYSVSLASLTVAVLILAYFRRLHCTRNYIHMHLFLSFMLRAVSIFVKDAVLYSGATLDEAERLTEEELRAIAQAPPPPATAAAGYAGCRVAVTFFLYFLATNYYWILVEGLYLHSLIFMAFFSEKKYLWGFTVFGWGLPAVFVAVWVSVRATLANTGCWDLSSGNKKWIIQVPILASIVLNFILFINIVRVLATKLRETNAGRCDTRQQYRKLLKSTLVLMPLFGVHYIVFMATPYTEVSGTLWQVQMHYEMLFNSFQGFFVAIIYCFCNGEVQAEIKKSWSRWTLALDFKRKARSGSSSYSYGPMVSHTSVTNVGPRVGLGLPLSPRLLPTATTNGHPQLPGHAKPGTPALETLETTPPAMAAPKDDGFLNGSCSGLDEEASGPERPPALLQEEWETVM
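HEK-293-derived GP2 cells expressing PTHR1 and a GloSensor cAMP reporter, 3,000/well, plated overnight, given luciferin plus IBMX (each 0.5 mM as added) for 1 h at 37 °C, then compound for 1 h at 37 °C. Luminescence was read after 15 min at room temperature.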
DRD3 agonist – qHTS of D3 Dopamine Receptor Agonist: qHTS | D(3) dopamine receptor (Homo sapiens), P35462 | D3R DiscoveRx beta-arrestin cells, luminescence, 90 min | max activation, % | 410,000 tested, 0.58% active | AID 652048, 2013; in the data active = max activation above about 30%; also: 0% is about no effect; mostly tested at two doses, the higher about 12 µM
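Agonist-mode cell screen: cells plated at 1500/well and incubated overnight at 37 °C, then exposed to library compounds for 90 min at 37 °C. Detection reagent was added for 30–60 min at room temperature, and luminescence was read.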
Akt phos inh – HTS Assay for Inhibitors of Akt Phophorylation: Primary Screen; Neuro2A IGF-stimulated pAkt S473 HTRF, 20 min; stronger effect = lower value; activity change, % for hits at 50 µM; 360,000 tested, 0.32% active; in the data active = activity change below about -80%; inconclusive = mostly about -51% to -80%; also: % is scaled to controls: 0 for no effect and ±100 for the full control effect
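Neuro2A cells in DMEM with 0.5% FBS, overnight at 37 deg C, given compound at single 50 µM final, then IGF (6 nM final) for 20 min at 37 deg C. Lysed; phospho-Akt Ser473 by HTRF after 24 h, 665/615 ratio.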
* hit, by the source's call; i = inactive; ? = inconclusive; nt = no result given; & = joins results of further samples; [ ] = another dose, or the depositor's remark. Unless noted, calls follow the shape of the dose curve; as a rule, active = well fitted curve in the direction sought with a large enough effect; inconclusive = small, poorly fitted or top-dose-only effect, or another doubt; inactive = no such curve, though single readings can be large; an effect the other way counts as inactive or inconclusive. A portion of the library; count on the stated rates, not on these rows.

SMILES | CCT chaperon mod | DRD3 antagonist | EPAC2 antagonist | MmCpn inh | EPAC2 agonist | PTHR1 ag | DRD3 agonist | Akt phos inh
Cc1cc(C)c(C#N)c(Nc2ccc(F)cc2)n1 | -1.2 | -7 | -2% | -4% | -3% | -56% | -1 | i
CCn1c(SCC(=O)N2CCN(c3ccc(Cl)cc3)CC2)nc2ccccc2c1=O | -2.5 | 35 | 3% | 1% | 2% | -9%[57.5 µM] | 7 | i
O=C(CN(C(=O)c1csnn1)c1ccc2c(c1)OCCO2)NCc1ccccc1 | -0.6 | 10 | -1% | -1% | 12% | -13% | -22 | i
c1ccc(-c2csc3ncnc(N4CCN(Cc5ccc6c(c5)OCO6)CC4)c23)cc1 | -2.2 | 4 | -11% | 1% | 5% | -4% | -8 | i
Cc1cccc(CC(C)NC(=O)c2cc(COc3ccc(C)c(C)c3)on2)n1 (configuration not stated) | 0.3 | ? | -11% | -1% | 9% | -38%[inhibitor] | -13 | i
COc1ccc(S(=O)(=O)c2nnn(-c3ccccc3Cl)c2N)cc1 | -2.5 | 14 | 4% | -16% | 14% | -28% | 8 | i
COc1cc(NC(=O)c2cccs2)ccc1NC(=O)Cc1ccccc1 | -4.8 | 1 | 0% | -2% | 0% | i | -12 | i
Cn1cnc([N+](=O)[O-])c1Sc1nc2ccccc2[nH]1 | -4.2 | -54* | 8% | 1% | 13% | -22% | -20 | i
CCOc1nc(-c2ccccc2)ccc1-c1noc(COc2ccccc2)n1 | 1.1 | ? | 20% | -1% | 17% | i | 8 | i
Cn1nnnc1SCC(=O)NC1CCCCC1 | -0.3 | -13 | -3% | 2% | 3% | -12%[57.5 µM] | -6 | i
O=S(=O)(Nc1ccn(-c2ccccc2)n1)c1ccc(Br)cc1 | -0.6 | 3 | -1% | 1% | 5% | -17%[57.5 µM] | 12 | i
CC1CCCN(Cc2cnc(Cl)s2)C1 (configuration not stated) | 0.7 | 19 | -20% | 0% | 2% | -1% | 0 | -108%*
O=C(CC(c1cccs1)S(=O)(=O)c1ccccc1)c1ccc(F)cc1 (configuration not stated) | -0.8 | 3 | 17% | -1% | 3% | i | -3 | i
COC(=O)c1ccc(S(=O)(=O)N2CCN(C)CC2)n1C | 0.6 | 1 | 1% | 1% | 6% | i | 7 | i
CC1(C)CC(=O)c2c(O)cc(OCC(=O)Nc3ccc(S(N)(=O)=O)cc3)cc2O1 | -0.4 | 6 | -19% | -3% | 4% | -95%[inhibitor] | 4 | i
CCn1c(SCC(=O)Nc2cc(Cl)ccc2OC)nnc1C1CC1 | -1.6 | 9 | 3% | -2% | 6% | i | -3 | i
COc1ccc(C(=O)/C=C/c2ccc(N3CCCCC3)c([N+](=O)[O-])c2)c(OC)c1 | 0.6 | 3 | 2% | 0% | -13% | -14% | -2 | i
O=C(CCCn1c(SCC(=O)NCC2CCCO2)nc2ccccc2c1=O)NCC1CCCO1 (configuration not stated) | -0.5 | 8 | -6% | -3% | 5% | i | -15 | i
O=C(NCC(=O)N1CCN(C(=O)c2ccco2)CC1)c1ccccc1 | 0.6 | 13 | 1% | 0% | -2% | i | 5 | i
Cc1ccc2c(CC(=O)NCC3(N4CCOCC4)CCCCC3)coc2c1C | -1.2 | -15 | -3% | -5% | 2% | -41%[inhibitor] | -3 | i
CC(C)CCNC(=O)CN(Cc1ccco1)C(=O)CCC(=O)Nc1nccs1 | -2.3 | 6 | 2% | -1% | 2% | -4% | 0 | i
Cc1cccc(NC(=O)NC(=O)c2ccccc2)n1 | -0.4 | 8 | 2% | 1% | 0% | i | 1 | i
C[C@]12CCC(=O)C[C@@H]1CC[C@@H]1[C@@H]2CC[C@]2(C)[C@@H](C(=O)COC(=O)CCC(=O)O)CC[C@@H]12 | 1.0&0.9 | 3&-21 | 4%&-5% | 2%&-2% | 1%&3% | -58%[inhibitor] | 1&0 | i
O=C(NCCN1CCOCC1)c1ccc(NS(=O)(=O)c2ccccc2)cc1 | -1.6 | -8 | 9% | 3% | 4% | i | 3 | i
COC(=O)CCc1ccc(O)cc1 | -1.2 | 22 | -3% | 1% | 5% | -11% | 5 | i
Further compounds follow:
SMILES | CCT chaperon mod | DRD3 antagonist | EPAC2 antagonist | MmCpn inh | EPAC2 agonist | PTHR1 ag | DRD3 agonist | Akt phos inh
Cc1ccc(-n2c(SCC(=O)NCc3ccco3)nnc2-c2cccnc2)cc1 | -2.3 | -10 | 8% | 0% | 2% | -2% | -7 | i
COc1ccc(CC(=O)OCC(=O)NC(=O)NC(C)C)cc1 | 0.4 | 6 | 16%[57.1 µM] | 2% | -6% | i | 1 | i
O=C(CSCc1ccco1)NC1CCCC1 | 1.2 | 6 | 3% | 1% | -1% | -1% | 2 | i
N#Cc1ccccc1NC(=O)COc1c(Br)cc(Br)c2cccnc12 | 0.9 | -14 | 13% | ? | -7% | i | -1 | i
CCOC(=O)C(NC(C)=O)(OCc1ccc(F)cc1)C(F)(F)F (configuration not stated) | -2.2 | 29 | 0% | 1% | 5% | i | -8 | i
CCC(C)NC(=O)Cn1cc2c(n1)CCC(C)C2 (configuration not stated) | 0.1 | 1 | 4% | -2% | 2% | -10% | -9 | i
O=C(Nc1ccccc1-c1ccccc1)C1CCCCC1 | 1.3 | 5 | 17% | -1% | -2% | i | -4 | i
CSCCC(NC(=O)c1ccc(Cl)cc1)C(=O)OCC(=O)Nc1cc(Cl)ccc1C (configuration not stated) | -1.3 | 9 | -6% | 0% | 9% | -9% | 2 | i
COc1cccc(CN2CCN(c3ncccn3)CC2)c1OC | 0.2 | -1 | -10% | -1% | 5% | i | 11 | i
COc1ccc(-c2ccc(C(=O)NC(C)C)c3occc23)c(C)c1 | -0.1 | 20 | ? | nt | 15% | -28% | 15 | i
Cn1c(/C(C#N)=C/C2CC=CCC2)nc2ccccc21 (configuration not stated) | -0.9 | ? | -7% | 1% | 17% | -22% | -18 | i
CC(C)(C)c1csc(SCC(=O)Nc2ccc(Cl)cn2)n1 | -3.5 | 21 | -1% | 1% | 12% | -19%[57.5 µM] | -29 | i
Cc1cc2c(OCC(O)CNC(C)(C)C)cccc2[nH]1 (configuration not stated) | -1.2 | -17 | 8% | -2% | -1% | i | -5 | i
N#C/C(=C\c1ccc(Cl)cc1Cl)c1n[nH]c(Cn2cncn2)n1 | 1.3 | 14 | 9% | 2% | 5% | -25%[57.5 µM] | 5 | -90%*
O=C(COc1ccc(Cl)cc1Br)NCC(c1ccco1)N1CCCC1 (configuration not stated) | 1.0 | 4 | 7% | -2% | -1% | -71%[inhibitor] | -7 | i
CCc1ccc(N2CC(C(=O)OC)CC2=O)cc1 (configuration not stated) | -3.1 | -10 | -2% | 1% | 0% | i | -12 | i
C=CCSc1ncccc1C(=O)NCc1ccc(C)cc1 | -0.5 | 4 | 3% | 2% | -15% | -2% | 12 | i
COc1cc(/C=C(\C#N)c2ccccn2)ccc1OCc1ccccc1Cl | -3.9 | -23 | 7% | 0% | 10% | -12% | -23 | i
O=C(O)c1ccc(S(=O)(=O)/N=C2\C=C(Nc3ccccc3F)C(=O)c3ccccc32)cc1 | -1.7 | -107* | ? | -7% | 30% | -37%[inhibitor] | -28 | i
CCOC(=O)CSc1nc2sc3c(c2c(=O)n1-c1ccc(C)cc1)CCN(C)C3 | 1.1 | 4 | ? | 0% | -2% | ? | -4 | i
CC(C)(C(=O)N1CCC1(C)C(=O)NS(=O)(=O)c1cccc(C#N)c1)c1ccccc1 (configuration not stated) | -0.3 | -2 | 2% | nt | 1% | i | 5 | i
CC1CC(C)CN(S(=O)(=O)c2ccc(NC(=S)NC(=O)c3ccccc3)cc2)C1 (configuration not stated) | -1.3 | 6 | -2% | -3% | -3% | -31% | 3 | i
CC1CCN(C(=O)c2[nH]cnc2C(=O)N[C@H](C)c2ccccc2)CC1 | -1.8 | -21 | 6% | 1% | 5% | -40% | -9 | i
O=C(Cn1ncc2c3ccccc3n(Cc3ccccc3)c2c1=O)NCc1ccccn1 | 1.0 | -1 | 15% | -1% | -9% | -5% | -20&8 | i
CCN(CC)C(=O)N1CCC(NC(=O)c2ccc(C(C)(C)C)cc2)CC1 | 0.6 | 30 | -4% | 0% | 1% | -31%[inhibitor] | -3 | i
O=C(Nc1cccc2ccccc12)c1csc([C@@H]2C[C@H](O)[C@@H](CO)O2)n1 | 0.0 | -3 | -10% | nt | 13% | -22% | -8 | i

Some of the entries above, reformatted.
O=C(NCCN1CCOCC1)c1ccc(NS(=O)(=O)c2ccccc2)cc1
  CCT chaperon mod: -1.6	DRD3 antagonist: -8	EPAC2 antagonist: 9%	MmCpn inh: 3%	EPAC2 agonist: 4%	PTHR1 ag: i	DRD3 agonist: 3	Akt phos inh: i

COC(=O)CCc1ccc(O)cc1
  CCT chaperon mod: -1.2	DRD3 antagonist: 22	EPAC2 antagonist: -3%	MmCpn inh: 1%	EPAC2 agonist: 5%	PTHR1 ag: -11%	DRD3 agonist: 5	Akt phos inh: i

Cc1ccc(-n2c(SCC(=O)NCc3ccco3)nnc2-c2cccnc2)cc1
  CCT chaperon mod: -2.3	DRD3 antagonist: -10	EPAC2 antagonist: 8%	MmCpn inh: 0%	EPAC2 agonist: 2%	PTHR1 ag: -2%	DRD3 agonist: -7	Akt phos inh: i

COc1ccc(CC(=O)OCC(=O)NC(=O)NC(C)C)cc1
  CCT chaperon mod: 0.4	DRD3 antagonist: 6	EPAC2 antagonist: 16%[57.1 µM]	MmCpn inh: 2%	EPAC2 agonist: -6%	PTHR1 ag: i	DRD3 agonist: 1	Akt phos inh: i
